From PubChem BioAssay
CHT inh – human CHT choline transport inhibition. B-score at 10 µM. Q9GZV3. AID 488975. 0.86% of 310,000 active. CHT-expressing cells, membrane potential dye, choline response; hits give low values;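 active = B-score over 3 SD under the library average, and starting fluorescence ratio not unusually high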;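 also: choline stimulus applied at its EC90 after an EC20 pre-addition; B-score computed on integrated fluorescence ratio after choline addition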
Target sequence (Q9GZV3 whole entry, looked up): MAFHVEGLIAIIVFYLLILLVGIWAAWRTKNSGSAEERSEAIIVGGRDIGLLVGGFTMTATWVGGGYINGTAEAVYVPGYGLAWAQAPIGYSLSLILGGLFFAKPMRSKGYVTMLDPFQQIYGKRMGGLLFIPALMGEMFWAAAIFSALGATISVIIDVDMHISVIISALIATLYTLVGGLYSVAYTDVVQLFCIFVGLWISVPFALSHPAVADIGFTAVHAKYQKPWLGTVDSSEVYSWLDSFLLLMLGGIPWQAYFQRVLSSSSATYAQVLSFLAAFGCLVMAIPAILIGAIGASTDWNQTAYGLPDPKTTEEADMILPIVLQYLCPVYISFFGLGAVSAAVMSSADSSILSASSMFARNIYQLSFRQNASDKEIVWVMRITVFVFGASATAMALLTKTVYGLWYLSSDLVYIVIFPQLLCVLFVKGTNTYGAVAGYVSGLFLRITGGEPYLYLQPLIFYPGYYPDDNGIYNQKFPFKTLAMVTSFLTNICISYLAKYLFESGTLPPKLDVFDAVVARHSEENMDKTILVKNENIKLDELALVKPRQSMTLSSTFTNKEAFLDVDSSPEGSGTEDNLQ
Kir21 inh – inhibitors of mouse Kir2.1 inward-rectifier potassium channel; HEK293-Kir2.1, FluxOR thallium flux fluorescence; hits give low values; B-score at 10 µM; 0.85% of 310,000 active;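 active = fluorescence ratio B-score at or below minus 3 SD of library scores, with starting-brightness B-score within 2 SD, cut at about -4.2 in these data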;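 also: channel flux triggered by added potassium and thallium sulfate stimulus; B-score of peak minus minimum fluorescence over baseline after thallium stimulus; more negative B-score means stronger Kir2.1 block with less thallium influx; some compounds called inactive have numbers as strong as hits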
Target sequence (P35561 whole entry, looked up): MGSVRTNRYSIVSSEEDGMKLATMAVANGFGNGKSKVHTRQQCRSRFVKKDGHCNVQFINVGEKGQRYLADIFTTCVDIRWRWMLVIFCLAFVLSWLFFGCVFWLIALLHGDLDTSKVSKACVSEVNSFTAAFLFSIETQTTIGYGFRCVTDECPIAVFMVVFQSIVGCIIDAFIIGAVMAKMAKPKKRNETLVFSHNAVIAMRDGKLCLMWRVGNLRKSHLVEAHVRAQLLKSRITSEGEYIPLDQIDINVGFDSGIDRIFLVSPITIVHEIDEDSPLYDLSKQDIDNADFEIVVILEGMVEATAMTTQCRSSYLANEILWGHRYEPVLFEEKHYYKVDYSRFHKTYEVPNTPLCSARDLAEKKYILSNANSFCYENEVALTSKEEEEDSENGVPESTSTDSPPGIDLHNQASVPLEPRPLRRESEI
The depositor's hits bear a star; i = inactive; · = no result given. Rows were taken by chance (roughly 1.6% active in at least one column).

CHT inh | Kir21 inh | mol
i | 0.4 | CC(NC(=O)c1ccco1)C(=O)Nc1nc(-c2ccccn2)cs1 (stereo not given)
i | 0.31 | CC(=O)Nc1ccc(NS(C)(=O)=O)cc1
i | 0.77 | CC(C)c1ccc(-c2nn(-c3ccccc3)cc2C(=O)NCC2CCCO2)cc1 (stereo not given)
i | 1.1 | COc1ccc([C@H]2C=C(C(=O)O)O[C@@H](OCc3ccc(CO)cc3)C2)cc1
i | -0.31 | CCc1cc2c(SCc3nc4sc(C(C)=O)c(C)c4c(=O)[nH]3)ncnc2s1
i | 0.02 | O=C(c1cc2n(n1)C(C(F)(F)F)CC(c1ccc(Cl)cc1)N2)N1CCCC1 (stereo not given)
i | 1.8 | Cc1ccccc1OC(=O)c1cccnc1
i | -0.33 | CCOC(=O)C(C)Oc1ccc(NC(=O)C(Cl)Cl)cc1 (stereo not given)
i | -2.5 | COc1ccccc1CNC(=O)COC(=O)c1cc(S(=O)(=O)N2CCOCC2)ccc1Cl
i | -1 | O=C(/C=C/c1ccco1)Nc1nnc(-c2ccco2)s1
i | 0.01 | CC(=O)N1CCN(C(=O)CNc2cc(C(F)(F)F)ccc2OCC(F)(F)F)CC1
i | -1.4 | O=C(c1ccc(N2CCCCS2(=O)=O)cc1)N1CCN(c2ccc(N3CCOCC3)nn2)CC1
i | -1.5 | Cc1ccccc1NC(=O)C(C)N1C(=O)c2ccccc2C1=O (stereo not given)
i | 0.16 | O=C(CSc1nnc(-c2cccc(S(=O)(=O)N3CCCCC3)c2)o1)c1ccc[nH]1
i | 0.01 | COc1ccc(OC)c(S(=O)(=O)NC2CCCCNC2=O)c1 (stereo not given)
i | -0.2 | O=C(Nc1c(-c2ccccc2)nc2c(Br)cc(Br)cn12)c1ccco1
i | 0.03 | O=C(C[n+]1ccc(C(=O)N/N=C/c2ccc(Cl)cc2Cl)cc1)c1ccccc1
i | -0.86 | O=[N+]([O-])c1ccc(Cl)c(S(=O)(=O)Nc2cccc(-c3ccc(N4CCOCC4)nn3)c2)c1
i | -1.6 | NC(=O)COC(=O)c1ccc2c(c1)S(=O)(=O)c1ccccc1C2=O
i | 2.6 | O=S1(=O)CCOCCCN1Cc1ccccc1F
i | -0.68 | COc1cc(-c2noc(C)c2/C=C/c2cccc([N+](=O)[O-])c2)cc(OC)c1OC
i | 0.08 | Cc1cccc(-c2nc(CS(=O)CC(=O)NCCc3ccccc3)c(C)o2)c1 (stereo not given)
i | -2.9 | COc1cc(Cl)c(C)cc1NC(=O)CN(C)Cc1cccc(OC)c1OC
i | -0.24 | CCc1ccc(N2CN(Cc3ccco3)CNC2=S)cc1
i | 0.04 | Cc1ccc2c(c1)C(C)CC(C)(C)N2C(=O)CN1CCN(C)CC1 (stereo not given)
i | 3.8 | O=C(c1cccc(Cl)c1Cl)N1CCN(c2ccccn2)CC1
i | 0.81 | Cc1cc(NC(=O)CSc2ccc(-c3ccc(Br)cc3)nn2)no1
i | 0.16 | CCOC(=O)c1[nH]c(=O)[nH]c1CN(Cc1ccco1)Cc1[nH]c(=O)[nH]c1C(=O)OCC
i | -0.02 | COc1ccc(CN2[C@@H](CC(C)=O)c3cc(C(F)(F)F)ccc3S2(=O)=O)cc1
i | -0.71 | COc1ccc(OC)c2[nH]c(=O)c(CCNC(=O)C(=O)c3c(C)[nH]c4ccccc34)cc12

Sorted by molecular weight (smallest number first): six of the compounds above
CHT inh | Kir21 inh | mol
i | -0.24 | CCc1ccc(N2CN(Cc3ccco3)CNC2=S)cc1
i | -1.5 | Cc1ccccc1NC(=O)C(C)N1C(=O)c2ccccc2C1=O (stereo not given)
i | -0.33 | CCOC(=O)C(C)Oc1ccc(NC(=O)C(Cl)Cl)cc1 (stereo not given)
i | 0.4 | CC(NC(=O)c1ccco1)C(=O)Nc1nc(-c2ccccn2)cs1 (stereo not given)
i | -0.02 | COc1ccc(CN2[C@@H](CC(C)=O)c3cc(C(F)(F)F)ccc3S2(=O)=O)cc1
i | 0.01 | CC(=O)N1CCN(C(=O)CNc2cc(C(F)(F)F)ccc2OCC(F)(F)F)CC1

Next section
CHT inh | Kir21 inh | mol
i | -1.2 | O=C(Nc1cccc(S(=O)(=O)N2CCCCC2)c1)C1CCC1
i | 0.03 | CNC(=O)c1c(Cl)cnn1-c1ccc(F)cc1
i | 1.2 | O=C(c1ccc(Cl)nc1)N1CCC(Cc2ccccc2)CC1
i | 2.7 | O=C1C2C(C(=O)N1Cc1cccnc1)C1C=CC2C12CC2 (stereo not given)
i | -0.18 | COc1ccc(Cl)cc1C(=O)Nc1ccc(Br)c(C)n1
i | -0.18 | CCN(CCO)c1ccc(NC(=S)Nc2cccc(S(=O)(=O)N(C)C)c2)cc1
i | -1.3 | COc1ccc(CCNC(=O)C2CCN(C(=O)c3ccc(Br)cc3)CC2)cc1
i | 0.54 | Cc1cc(=O)oc2cc(NC(=O)C(C)Oc3cccc(Cl)c3)ccc12 (stereo not given)
i | -0.94 | CN(CCCNC(=O)CCC(=O)N1CCOc2ccc(Cl)cc21)Cc1ccccc1
i | 0.98 | CC(OC(=O)c1oc2ccccc2c1COc1ccccc1)C(=O)NC(N)=O (stereo not given)
i | 0.47 | COc1ccc(S(=O)(=O)N2CCOC23CCN(C(=O)c2ccccc2Br)CC3)cc1
i | 0.07 | O=C(O)c1cc(NS(=O)(=O)c2cccc3nsnc23)cc(C(=O)O)c1
i | -1.9 | CCn1c(SCC(=O)N(C)Cc2ccc(OC)c(F)c2)nc2cc(S(N)(=O)=O)ccc21
· | 0.52 | Cc1ccc(NC(=O)CN2C(=O)N/C(=C\c3cccn3-c3cccc(C(=O)O)c3)C2=O)cc1
i | 1.5 | O=C(CCc1nnc2ccc(NCc3ccco3)nn12)Nc1ccccn1
i | 0.27 | Cc1cc(NCCCO)n2c(nc3ccccc32)c1C#N
i | -0.15 | Cc1ccc2c(CN3CCN(CCO)CC3)cc(=O)oc2c1C
i | 1.9 | COc1ccc(/C=N/NC(=O)CSc2nnc(CCCc3ccc(OC)c(C)c3)o2)cc1
i | -2.1 | O=C1Cc2ccccc2C(=O)N1c1ccccc1
i | 0.31 | Nc1nc(O)c(CC(=O)O)s1
i | -0.04 | CC(C)(C)c1ccc(C(=O)NCC2CCCN2S(=O)(=O)c2ccccc2)cc1 (stereo not given)
i | 0.45 | O=C1CCCN2N=C(SCC(=O)N3CCCCC3)SC2=N1
i | 0.98 | COc1ccc(-c2noc(CCCC(=O)Nc3ccc(C(N)=O)cc3)n2)cc1
i | 2.1 | Cc1ccccc1NC(=O)CC(=O)c1ccccc1
i | -0.29 | Cc1ccc(Nc2ccc(C(=O)O)cc2N)cc1
i | 0.12 | N#C/C(=C\c1ccc(N2CCOCC2)o1)c1ccccc1
i | 0.26 | CCCS(=O)(=O)N1CCN(CCN2C(=O)c3cccc4cccc(c34)C2=O)CC1
i | -1.7 | O=C1OC(c2ccc(F)cc2)=C/C1=C\c1ccc([N+](=O)[O-])o1
i | -0.38 | COc1ccc(S(=O)(=O)NCCc2ccccc2)cc1OC
i | 0.02 | CNC(=O)CN1C(=O)COc2ccc(S(=O)(=O)N3CCCCCC3)cc21

Remaining list, next part.
CHT inh | Kir21 inh | mol
i | -0.02 | Cc1cc2oc(=O)cc(CN3CCCCC3C)c2cc1C(C)C (stereo not given)
i | 1.5 | O=C(NCCc1ccccc1)C1CCC(CNc2c(N3CCCCC3)c(=O)c2=O)CC1 (stereo not given)
i | -1.8 | CCOc1cc(Cl)c(NC(=O)CC)cc1OCC
i | 1.1 | CCCN(CCC)CCCNS(=O)(=O)c1ccc2c(c1)oc(=O)n2C
i | 1.4 | Cc1ccc(NC(=S)N(C)C(c2ccccc2)c2ccccc2)cc1C
i | -0.37 | OC(COc1ccc(Cl)cc1)CN1CCN(c2ccccn2)CC1 (stereo not given)
i | -0.41 | CCC(C)(C)n1nnnc1C(c1ccc(Cl)cc1)N1CCN(C)CC1 (stereo not given)
i | -0.29 | O=C(c1ccccc1NS(=O)(=O)c1cccc([N+](=O)[O-])c1)N1CCCC1
i | -0.4 | CS/C(N)=N/N=C/c1cc(C)ccc1O
i | -1.4 | Cc1cc(C)n2ncc(/C(N)=N/OC(=O)Nc3ccc(Cl)cc3)c2n1
i | 1.8 | COc1ccc(/C=C/C(=O)NCCCN2CCCC2)cc1
i | -2.7 | O=C(CN1CC[n+]2c(-c3cccs3)csc21)c1ccc(Br)cc1
i | 1.1 | CC(OC(=O)c1nccnc1N)C(=O)Nc1ccc(S(=O)(=O)N2CCCC2)cc1 (stereo not given)
i | -2.7 | COc1ccccc1NC(=O)c1cc2ccc(O)cc2o/c1=N\O
i | -0.84 | Cc1nnc(C)n1/N=C/c1ccccn1
i | 1.8 | CCN(C(=O)COC(=O)c1cccc(NS(=O)(=O)c2ccc(F)c(F)c2)c1)C1CCS(=O)(=O)C1 (stereo not given)
i | 0.28 | CC1(C)Oc2ccc3ccc(=O)oc3c2C(/C=N/O)C1=O (stereo not given)
i | 0.58 | [O-][n+]1c2ccccc2[n+]([O-])c2cc(O)ccc21
i | -1.9 | NNc1cc(C(=O)O)ccc1Cl
i | 1.7 | CCOc1ccc2nc(SCC(=O)Nc3ncccn3)[nH]c2c1
i | 0.74 | Cc1sc(C(=O)NCc2cccnc2)c2nc(C)n(CC(=O)NCc3cccnc3)c(=O)c12
i | -0.05 | O=C(O)C1CCCCC1C(=O)NCCCN1CCCC1=O (stereo not given)
i | 0.03 | NC(=O)c1sc2nc(N3CCCCC3)c3c(c2c1N)CCCC3
i | 0.97 | N#Cc1cccnc1Nc1cccc(Cl)c1
i | -1.3 | Cc1ccc(S(=O)(=O)NCc2cccnc2)cc1C(=O)N1CCCC1
i | 0.23 | COc1ccc(CCNC(=O)CSc2ccc(NC(C)=O)cc2)cc1OC
i | -2 | CC1CCCN(CCOCCOc2ccc(Cl)cc2Br)C1 (stereo not given)
i | -1 | COc1ccc(OC)c(NC(=O)CN(c2ccc(C(C)C)cc2)S(=O)(=O)c2c(C)noc2C)c1
i | -0.51 | COc1ccc(CC(=O)Nc2cccc(C(=O)O)c2C)cc1
i | 0.02 | COc1nc(NCCO)nc(Nc2ccccc2F)n1

(continued)
CHT inh | Kir21 inh | mol
i | 0.42 | COc1ccc(-c2[nH]ncc2CN2CCN(Cc3cccs3)CC2)cc1F
i | -0.15 | COc1ccc(-c2[nH]ncc2C=O)cc1OC
i | -1.5 | COc1ccccc1NC(=O)CCSc1ccc(C)cc1
i | -0.97 | CN1CCN(CCCNC(=O)c2ccc3c(c2)N(Cc2ccccc2)CCS3)CC1
i | -3 | COc1ccc(CN(C)CC2CCCN(CCc3ccc(F)cc3)C2)c(OC)c1OC (stereo not given)
i | 3 | CCOc1ccccc1Oc1c(C)oc2c(CN3CCN(CCO)CC3)c(O)ccc2c1=O
i | -0.54 | CCN1CCN(c2nc3sc4c(c3c3ncnn23)CC(C)CC4)CC1 (stereo not given)
i | -0.22 | COc1ccc(-n2c(SCC(=O)Nc3ccc([N+](=O)[O-])cc3OC)nc3ccccc32)cc1
i | -1.8 | COC(=O)c1cccc(C(=O)N2CCCC(Nc3ccc(C)c(C)c3)C2)c1 (stereo not given)
i | -1.6 | COc1cccc(OC)c1C(=O)NC(=S)NCc1ccccc1
i | -0.86 | COC(=O)C1C(=O)C2=C(CC1C)NC(=O)CC2c1ccc(F)cc1 (stereo not given)
i | 1.7 | CC(C)c1ccc(C2c3[nH]c4ccccc4c3C[C@H]3C(=O)N(c4ccccc4C(=O)N4CCC(C(=O)O)CC4)C(=O)N23)cc1 (stereo not given in full)
i | 0.02 | COc1ccc(C(C(=O)NC2CCCCC2)N(Cc2ccco2)C(=O)CNC(=O)c2ccco2)cc1 (stereo not given)
i | 1.4 | c1csc(CSc2nc3ccccc3s2)c1
i | 0.47 | Cc1cc(S(=O)(=O)N2CCOCC2)c(C)s1
i | -0.61 | Cc1cc(C(=O)OCC(=O)NC(C)(C)C)c2ccccc2n1
i | -1.5 | CCOC(=O)c1cn(Cc2ccc(Cl)cc2Cl)c2cc(C)nn2c1=O
i | 0.23 | Cc1ccc(S(=O)(=O)CCc2nnc(NC(=O)c3ccccn3)s2)cc1
i | 0.57 | CN(CC(=O)Nc1c(Cl)cccc1Cl)C(=O)c1cccc(S(=O)(=O)NCc2ccccc2)c1
i | -0.51 | COc1ccccc1N1C(=O)N(CC(=O)C(C)(C)C)c2ccccc2S1(=O)=O
i | 1.3 | Clc1cc(NCc2ccccc2)ncn1
i | -0.69 | COC(=O)c1ccccc1NC(=O)c1cnn2c(C(F)F)cc(C3CC3)nc12
i | -8.4 | CCN(CC)c1ccc2c(c1)OC(N)=C(C#N)C2c1cccnc1 (stereo not given)
i | 0.26 | O=C(Nc1cccc(Br)c1)c1ccc2nc(N3C(=O)CCC3=O)sc2c1
i | 1.8 | C=CCNC(=O)c1ccc(-c2nc(-c3ccc(Cl)c(Cl)c3)cs2)cc1
i | -7.4 | Cc1ccc(C)c(N2CCN(CCCNC(=O)CCC(=O)N3CCOc4ccc(Cl)cc43)CC2)c1
i | -1.9 | Cc1cc(Cl)ccc1OCc1n[nH]c(=S)n1C1CCCCC1
i | 0.58 | O=C(COC(=O)c1sc2ccccc2c1Cl)Nc1ncc(Cl)cc1Cl
i | -1.1 | CCCCn1c(N)c(N(CCC(C)C)C(=O)c2cccc(N3C(=O)c4ccccc4C3=O)c2)c(=O)[nH]c1=O
i | 0.56 | COc1ccc(C2NC(=O)CS2)cc1OC (stereo not given)
i | 0.71 | Cc1cc(C)n(CC(O)COc2ccc(Cl)cc2Cl)n1 (stereo not given)
i | 1.5 | CCOC(=O)CSc1cc(CS(C)(=O)=O)nc(-c2ccccn2)n1

In the list so far, these have a cyano group:
CHT inh | Kir21 inh | mol
i | 0.27 | Cc1cc(NCCCO)n2c(nc3ccccc32)c1C#N
i | 0.12 | N#C/C(=C\c1ccc(N2CCOCC2)o1)c1ccccc1
i | 0.97 | N#Cc1cccnc1Nc1cccc(Cl)c1
i | -8.4 | CCN(CC)c1ccc2c(c1)OC(N)=C(C#N)C2c1cccnc1 (stereo not given)
